IL2 activator – IL-2 activation. IL-2 activation reporter assay, cell-based qHTS; stimulated with anti-CD3/CD4/CD28 beads; in transgenic mouse T cells. activation, % (series mostly up to about 46 µM). 0.065% of 360,000 active. AID 652025; in the data active = activation above about 50%; inconclusive = mostly about 30% to 49%; also: 0% is about no effect
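Unstimulated transgenic mouse T cells; 60-min compound exposure; bead-based TCR/CD4/CD28 stimulation; 18 h culture, 37 degrees C; dual fluorescence (EGFP, DsRed) plate cytometry.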
EPAC2 ag – activates human EPAC2 exchange factor; Q8WZA2; EPAC2 activation, biochemical qHTS; response scale: 100% = 6.5 mM cAMP response; Potency, µM (series often up to 154 µM), inactives show top-dose activation, actives largely listed as activators; 0.079% of 360,000 active; AID 720711; also: potency is read from the fitted curve at half-maximal effect; nearly all actives have a fitted effect of over 50% in size
Target sequence (Q8WZA2 whole entry, looked up): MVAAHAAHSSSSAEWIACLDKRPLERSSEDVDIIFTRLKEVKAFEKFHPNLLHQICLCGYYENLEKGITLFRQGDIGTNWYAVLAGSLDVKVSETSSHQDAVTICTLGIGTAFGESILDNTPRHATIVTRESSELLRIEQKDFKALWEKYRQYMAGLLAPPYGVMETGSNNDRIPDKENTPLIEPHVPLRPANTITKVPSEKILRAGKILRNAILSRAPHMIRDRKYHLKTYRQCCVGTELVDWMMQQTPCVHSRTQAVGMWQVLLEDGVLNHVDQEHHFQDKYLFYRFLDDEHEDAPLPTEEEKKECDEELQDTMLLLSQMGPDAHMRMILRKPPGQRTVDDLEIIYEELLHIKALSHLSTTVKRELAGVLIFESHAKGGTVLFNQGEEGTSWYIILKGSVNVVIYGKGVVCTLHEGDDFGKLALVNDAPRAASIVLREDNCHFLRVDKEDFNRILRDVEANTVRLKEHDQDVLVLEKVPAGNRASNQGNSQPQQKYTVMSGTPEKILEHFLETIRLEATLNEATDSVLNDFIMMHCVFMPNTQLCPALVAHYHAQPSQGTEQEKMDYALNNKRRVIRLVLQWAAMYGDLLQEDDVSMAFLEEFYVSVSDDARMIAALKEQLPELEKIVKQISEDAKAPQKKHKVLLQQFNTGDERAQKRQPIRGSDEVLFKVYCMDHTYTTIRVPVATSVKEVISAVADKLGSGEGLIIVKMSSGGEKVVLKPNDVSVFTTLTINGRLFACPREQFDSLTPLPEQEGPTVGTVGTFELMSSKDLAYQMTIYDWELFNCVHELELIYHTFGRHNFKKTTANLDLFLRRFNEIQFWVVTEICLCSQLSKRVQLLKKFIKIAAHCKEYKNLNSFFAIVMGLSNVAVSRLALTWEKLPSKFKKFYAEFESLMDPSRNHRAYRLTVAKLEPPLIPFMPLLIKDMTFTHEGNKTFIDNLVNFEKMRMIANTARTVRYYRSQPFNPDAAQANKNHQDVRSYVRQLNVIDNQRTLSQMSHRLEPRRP
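Readout is BODIPY fluorescence (480 nm excitation, 540 nm emission), which falls as labeled GDP is exchanged off Rap1B. EPAC2 at 100 nM acted on 250 nM RAP1B-BODIPY-GDP with 50 uM GDP present.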
ATXN viability – viability counter-screen for ATXN expression inhibitors. 0.49% of 400,000 active. AID 651635. Potency, µM (highest dose often 56.7 µM), usual class: cytotoxic. S2 cells (HEK-293 line with an ATXN2-luciferase reporter) viability, CellTiter-Fluor protease fluorescence, 24 h; also: potency is read from the fitted curve at half-maximal effect; nearly all actives have a fitted effect of over 40% in size
Nrf2 ARE act – activates Nrf2 signaling. AREc32 ARE-luciferase reporter (MCF7-derived line), luminescence, 24 h. Potency, µM (titrated, usually from 46.1 µM), for the others: at the highest dose activation, actives largely listed as activators. 0.31% of 410,000 active. AID 624171; also: potency is read from the fitted curve at half-maximal effect; % of control where 0% means no effect; nearly all actives have a fitted effect of over 65% in size
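Each well held 1000 AREc32 cells, which were incubated with compound for 24 hr at 37 deg C after overnight attachment, and ARE reporter activity was quantified by firefly luciferase luminescence.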
TGFb inhibitor – blocks TGF-b signaling. HepG2 CAGA-GFP TGF-b/SMAD3 reporter, GFP fluorescence, 18 h; TGF-beta stimulated, 500 pg/mL final. 1.2% of 410,000 active. AID 588855. Potency, µM (doses to about 46.1 µM), for the others: top-dose activity, negative = inhibition, hits mostly inhibitors; also: potency is read from the fitted curve at half-maximal effect; % is scaled to controls: 0 for no effect and ±100 for the full control effect; nearly all actives have a fitted effect of over 65% in size
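GFP signal (ex488/em500-530) from TGF-beta-stimulated HEPG2 CAGA-GFP cells, 500 pg/mL final, 18 h at 37 degrees C in DMEM plus 1% FBS, normalized to unstimulated and DMSO-stimulated controls.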
ATXN2 expr inh – inhibitors of ATXN2 expression; HEK-293 ATXN2-luciferase reporter, luminescence, 24 h; Potency, µM (titrated, usually from 57 µM), inactives show at the highest dose activity change, negative = inhibition, most hits filed as inhibitors; 0.72% of 360,000 active; AID 1745845; also: potency is read from the fitted curve at half-maximal effect; % is scaled to controls: 0 for no effect and ±100 for the full control effect; nearly all actives have a fitted effect of over 55% in size
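ATXN2-luciferase reporter cells (luciferase flanked by upstream and downstream ATXN2 gene portions) were treated 24 h at 37 °C with compounds at up to 57 uM. SteadyGlo luminescence gave expression; GF-AFC fluorescence gave viability.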
HepG2 viability – kills HepG2 cells in TGF-b inhibitor counter-screen; 0.76% of 410,000 active; Potency, µM (titrated, usually from 46.1 µM), inactives show top-dose activity change, negative = cytotoxicity, usual class: cytotoxic; HepG2 CAGA-GFP viability, ATP luminescence, 18 h; also: potency is read from the fitted curve at half-maximal effect; some results filed as inactive show a strong effect at the top dose
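CellTiter-Glo luminescence gave cytotoxicity after 18 hours at 37 degrees C. The cells were HepG2 CAGA-GFP in 1% FBS DMEM, stimulated with 500 pg/mL TGF-beta after compound addition. %Activity was normalised to no-cell wells (complete cell-killing) and DMSO (no toxicity), and curves were fitted and classified.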
A549 tox – counter-screen for Nrf2 inhibitors: cytotoxicity in A549 cells. A549 ARE-Fluc cells, CellTiter-Fluor viability, 18-24 h. Potency, µM (highest dose often 46 µM), for inactives: at the top dose activity change, negative = cytotoxicity, actives largely listed as inhibitors. 0.16% of 390,000 active; also: potency is read from the fitted curve at half-maximal effect; % is scaled to controls: 0 for no effect and ±100 for the full control effect
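Cytotoxicity counterscreen: CellTiter-Fluor fluorescence was measured in A549 ARE_Fluc cells after 18-24 h of compound exposure in a concentration series. The subsequent BugLite luminescent read reports ARE-luciferase activity.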
Nrf2 inh – blocks Nrf2 signaling; 2.1% of 360,000 active; AID 504444; A549 ARE-Fluc reporter, luciferase luminescence, 18-24 h; Potency, µM (titrated, usually from 46 µM), without a hit: top-dose activity change, negative = inhibition, usual class: inhibitors; also: potency is read from the fitted curve at half-maximal effect; % is scaled to controls: 0 for no effect and ±100 for the full control effect; nearly all actives have a fitted effect of over 60% in size
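Concentration-response testing used A549 ARE_Fluc cells at 5000 cells/well. Following an 18-24 h compound incubation, viability was read by fluorescence (Ex 405/Em 525) and luciferase output by luminescence.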
Numbers without * were called inactive; i = inactive; ? = inconclusive; nt = no result given; & = joins results of further samples; [ ] = dose if it differs, or a comment. Unless noted, calls follow the shape of the dose curve; as a rule, active = well fitted curve in the direction sought with a large enough effect; inconclusive = small, poorly fitted or top-dose-only effect, or another doubt; inactive = no such curve, though single readings can be large; an effect the other way counts as inactive or inconclusive. Random draw from the library. About 4.3% of those tested had a hit in this group.

Values run as follows: IL2 activator	EPAC2 ag	ATXN viability	Nrf2 ARE act	TGFb inhibitor	ATXN2 expr inh	HepG2 viability	A549 tox	Nrf2 inh
[1] CC(C)[C@H](NC(=O)c1ccccc1F)C(=O)Nc1ccc2c(c1)OCO2
 : -0.3	11.4%	i	0.1%	4.7%	16.0%	-13.5%	0.2%	-14.8%
[2] CCCCc1ccc(NC(=O)NCc2ccccn2)cc1
 : -3.6	-10.5%	i	2.8%	2.2%	6.6%	-12.3%	4.6%	-9.6%
[3] CCOc1ccc(-c2nnc(SCC(=O)Nc3cc(C)ccc3OC)o2)cc1
 : nt	nt	i	-0.1%	-5.0%	8.6%	-0.8%	10.0%	?
[4] COc1ccc(-c2cc(C(F)(F)F)nc(SCCC(=O)Nc3ccc(O)cc3)n2)cc1
 : nt	nt	?	0.1%	?	-17.0%	-45.2%	-15.0%	?
[5] O=C1NC[C@@H](CCCCN2C[C@H](Cc3ccccc3)N(CCc3ccc(O)cc3)C(=O)C2=O)N(CCc2ccccc2)C1=O
 : -0.1	9.2%	i	-0.5%	nt	0.9%	nt	nt	nt
[6] COc1ccc(C(CNC(=O)c2cccc(S(=O)(=O)N3CCOCC3)c2)N2CCOCC2)cc1 (stereo not given)
 : -5.7	0.1%	i	0.4%	?	12.1%	12.7%	-0.6%	-3.0%
[7] Cc1ccc(-c2nnc(Nc3ccc(O)cc3)c3ccccc23)cc1S(=O)(=O)N1CCCCC1
 : nt	nt	nt	2.3%	2µM*	nt	24.1%	-22.8%	-16.3%
[8] COc1ccc(-n2c(=S)[nH]c(=O)c3cccnc32)cc1
 : 1.4	6.3%	i	0.2%	1.5%	0.4%	-34.7%	-13.9%	?
[9] Cc1ccc2nc(SCC(=O)NCCc3ccccc3)nc(=O)n2c1
 : 0.9	-4.1%	i	0.0%	-8.7%	-2.1%	-4.1%	-2.9%	-1.7%
[10] CSCCC(NC(=O)COc1ccccc1)C(=O)N(C)Cc1ccc(SC)cc1 (stereo not given)
 : -0.4	18.6%	i	0.1%	-15.5%	nt	-18.8%	-4.2%	-23.7%
[11] CN1CC(C(=O)Nc2ccc(F)c(Cl)c2)CC1=O (stereo not given)
 : 2.2	-0.2%	i	-0.2%	?	-5.9%	1.7%	1.7%	-3.7%
[12] CS(=O)(=O)Nc1ccc(C(=O)N2CC(=O)Nc3ccccc32)cc1
 : 3.3	7.6%	i	-0.6%	0.0%	11.0%	18.7%	-0.1%	-1.1%
[13] Cc1ccc(NC2=C(Cl)C(=O)OC2NC(=O)c2ccccc2)cc1 (stereo not given)
 : -2.6	0.0%	i	-0.6%	-2.3%	-2.6%	-13.3%	-3.5%	-16.4%
[14] O=c1c(-c2ccccc2Cl)c[nH]n1-c1ccccc1
 : 0.0	13.1%	i	-0.5%	1.6%	10.3%	-14.7%	1.3%	-12.6%
[15] Cc1csc(NC(=O)c2cc([N+](=O)[O-])cc([N+](=O)[O-])c2)n1
 : -0.3	5.2%	i	5.2%	-19.8%	-3.7%	-48.0%	10.8%	7.5%
[16] COC(=O)N/N=C(\C)c1cccs1
 : 0.4	10.8%	i	-0.3%	47.8%[activator]	-19.4%	5.4%	6.2%	3.2%
[17] CCCn1c(SCC(N)=O)nc2c(c1=O)C1(CCCC1)Cc1ccccc1-2
 : 0.5	13.1%	?	0.4%	22.1%	-1.4%	2.6%	-8.5%	?
[18] CC(C)c1nnc(SCC(=O)NC2CCCCC2)n1C
 : -0.3	3.8%	i	-0.5%	10.4%	20.6%	-7.7%	-14.4%	-9.1%
[19] Cn1cnc([N+](=O)[O-])c1Oc1ccc2ccccc2c1
 : -3.8	-1.6%	?	?	?	?	-22.3%	?	?
[20] COc1ccc(S(=O)(=O)NCc2ccncc2)cc1NC(=O)c1ccccc1
 : -2.7	5.6%	?	3.3%	0.0%	-19.6%	-19.5%	-6.9%	6.51µM*
[21] COc1cc(C(=O)OCCNC(=O)c2ccccc2)cc(OC)c1OC
 : -0.1	3.7%	i	2.7%	16.5%	-8.1%	-2.7%	0.7%	?
[22] Cc1nc2c(Cl)cccc2c2c1CC(CBr)O2 (stereo not given)
 : -2.3	11.8%	i	2.6%	-1.9%	1.7%	8.7%	-2.5%	-16.7%
[23] COc1ccc(C(=O)NCc2csc(C)n2)cc1OC1CCN(C(C)=O)CC1
 : -3.2	8.3%	i	0.1%	0.0%	8.6%	-48.0%	-1.3%	-0.6%
[24] O=C(CCSc1ccc(Cl)cc1)NCc1ccncc1
 : -4.1	-3.2%	i	-0.2%	7.5%	-8.4%	0.6%	2.0%	0.4%
[25] CCn1c(COc2cccc3cccnc23)nnc1SC(F)F
 : 0.0	10.7%	i	0.4%	0.0%	1.6%	-17.7%	2.9%	-0.2%
[26] Oc1ccccc1-c1cc(-c2ccccc2Cl)[nH]n1
 : 1.0	9.1%	i	12.2%	?	143.5%[activator]	-19.4%	-2.6%	?
[27] CC[C@]12c3[nH]c4cc(-c5ccco5)ccc4c3CCN1C(=O)[C@@H](CC(=O)NCCC1=CCCCC1)C[C@@H]2C(=O)N1CCN(C(=O)c2ccco2)CC1
 : -0.3	-4.0%	?	7.5%	14.1µM*	-28.3%	-2.2%	-24.7%	?
[28] CC(C)[C@H](NC(=O)[C@@H]1CSC2c3ccccc3C(=O)N21)C(=O)NCc1ccco1 (stereo not given in full)
 : -2.1	4.9%	i	10.7%	-1.3%	17.1%	-0.5%	1.8%	-7.9%
[29] NS(=O)(=O)c1ccc(NC(=O)N2c3ccccc3Sc3ccccc32)cc1
 : -1.8	-0.3%	i	0.3%	-26.1%	5.5%	-18.9%	1.1%	?
[30] COc1ccc(CN2CCCCC2C(=O)Nc2ccc(OC)c(OCC(C)C)c2)cc1OC (stereo not given)
 : -2.0	-1.8%	i	-0.6%	-2.8%	-6.8%	8.0%	-1.9%	-6.0%

Overlap with the part before: 4 entries; new compounds follow.
Values run as follows: IL2 activator	EPAC2 ag	ATXN viability	Nrf2 ARE act	TGFb inhibitor	ATXN2 expr inh	HepG2 viability	A549 tox	Nrf2 inh
[27] CC[C@]12c3[nH]c4cc(-c5ccco5)ccc4c3CCN1C(=O)[C@@H](CC(=O)NCCC1=CCCCC1)C[C@@H]2C(=O)N1CCN(C(=O)c2ccco2)CC1
 : -0.3	-4.0%	?	7.5%	14.1µM*	-28.3%	-2.2%	-24.7%	?
[28] CC(C)[C@H](NC(=O)[C@@H]1CSC2c3ccccc3C(=O)N21)C(=O)NCc1ccco1 (stereo not given in full)
 : -2.1	4.9%	i	10.7%	-1.3%	17.1%	-0.5%	1.8%	-7.9%
[29] NS(=O)(=O)c1ccc(NC(=O)N2c3ccccc3Sc3ccccc32)cc1
 : -1.8	-0.3%	i	0.3%	-26.1%	5.5%	-18.9%	1.1%	?
[30] COc1ccc(CN2CCCCC2C(=O)Nc2ccc(OC)c(OCC(C)C)c2)cc1OC (stereo not given)
 : -2.0	-1.8%	i	-0.6%	-2.8%	-6.8%	8.0%	-1.9%	-6.0%
[31] Cc1ccc(C(=O)N/C(=C/c2cccnc2)C(=O)N2CCCCCC2)cc1
 : 0.7	-1.1%	i	-0.4%	11.9%	9.9%	2.7%	-20.3%	10.1%
[32] Cc1ccc(/C=N/NC(=O)c2ccco2)s1
 : -0.6	6.4%	i	0.3%	-22.9%	11.5%	-17.4%	-6.2%	?
[33] CCC(=O)Nc1nc(C)c(Oc2ccccc2)c(=O)[nH]1
 : 1.3	4.5%	i	0.5%	-2.7%	-1.8%	-5.9%	-2.8%	2.6%
[34] COc1ccc2c(c1)CC1c3c(cc4c(c3-2)OCO4)CC[N+]1(C)[O-] (stereo not given)
 : -0.2	5.3%	i	5.6%	?	-15.7%	-12.8%	-1.5%	-0.5%
[35] O=C(NCCn1cc(SCc2ccc(F)cc2)c2ccccc21)c1c(F)cccc1F
 : -4.8	10.1%	?	6.1%&0.3%	?	0.0%&-36.0%	-6.4%&-29.3%	-14.1%&0.1%	?
[36] O=C(/C=C/c1cccs1)Nc1nc(-c2ccccc2)cs1
 : 0.6	13.7%	?	13.1%	-27.6%	-33.2%	-10.6%	?	nt
[37] COc1ccc(/C=C/C(=O)N2CCN(S(=O)(=O)c3ccccc3)CC2)cc1OC
 : 0.2	5.7%	i	0.5%	-10.6%	nt	18.3%	-5.4%	2.3%
[38] Cn1c(C(=O)N[C@@H](Cc2ccccc2)C(=O)O)cc2cc(F)ccc21
 : -0.2	-0.2%	i	3.3%	1.6%	3.4%	6.1%	3.8%	13.8%
[39] CN(Cc1ccc(Cl)c(Cl)c1)C(=O)c1[nH]c(C(F)(F)F)nc1-c1ccccc1
 : 0.5	20.2%	i	-0.6%	?	-8.6%	-69.1%	nt	nt
[40] CCC(=O)N1CCc2cc(Br)cc(S(=O)(=O)N3CCN(c4ccc(C(C)=O)cc4)CC3)c21
 : nt	nt	nt	-1.0%	-0.9%	nt	0.1%	-3.1%	4.6%[9.27 µM]
[41] c1ccc(Cn2ncc3c(Nc4ccccc4)ncnc32)cc1
 : -0.6	12.5%	i	6.0%	5.3%	nt	-36.8%	2.1%	-0.2%
[42] COc1cc(C(N)=O)cc(Br)c1OCc1ccccc1
 : -0.2	4.6%	i	4.2%	0.0%	3.6%	-19.3%	11.7%	-3.3%
[43] O=C1CN(C(=O)c2ccc(F)c(S(=O)(=O)N3CCOCC3)c2)c2ccccc2N1
 : -1.0	-2.0%	i	-0.2%	12.2%	-6.3%	-0.1%	-0.2%	-1.4%
